EZH2 inh: EZH2 (human) methyltransferase inhibition | inhibition, % at 12.5 µM | PRC2 H3K27 methylation, DELFIA TRF, 1 h | 0.35% of 57,000 active | Q15910;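 active = mean inhibition of replicates at least 50% and every single replicate also reaching 50%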;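 also: dimethyl H3K27 on biotinylated H3 21-44 peptide detected by antibody; plate controls were median neutral control wells for no effect and median positive control wells for full effect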
Target sequence (Q15910 whole entry, looked up): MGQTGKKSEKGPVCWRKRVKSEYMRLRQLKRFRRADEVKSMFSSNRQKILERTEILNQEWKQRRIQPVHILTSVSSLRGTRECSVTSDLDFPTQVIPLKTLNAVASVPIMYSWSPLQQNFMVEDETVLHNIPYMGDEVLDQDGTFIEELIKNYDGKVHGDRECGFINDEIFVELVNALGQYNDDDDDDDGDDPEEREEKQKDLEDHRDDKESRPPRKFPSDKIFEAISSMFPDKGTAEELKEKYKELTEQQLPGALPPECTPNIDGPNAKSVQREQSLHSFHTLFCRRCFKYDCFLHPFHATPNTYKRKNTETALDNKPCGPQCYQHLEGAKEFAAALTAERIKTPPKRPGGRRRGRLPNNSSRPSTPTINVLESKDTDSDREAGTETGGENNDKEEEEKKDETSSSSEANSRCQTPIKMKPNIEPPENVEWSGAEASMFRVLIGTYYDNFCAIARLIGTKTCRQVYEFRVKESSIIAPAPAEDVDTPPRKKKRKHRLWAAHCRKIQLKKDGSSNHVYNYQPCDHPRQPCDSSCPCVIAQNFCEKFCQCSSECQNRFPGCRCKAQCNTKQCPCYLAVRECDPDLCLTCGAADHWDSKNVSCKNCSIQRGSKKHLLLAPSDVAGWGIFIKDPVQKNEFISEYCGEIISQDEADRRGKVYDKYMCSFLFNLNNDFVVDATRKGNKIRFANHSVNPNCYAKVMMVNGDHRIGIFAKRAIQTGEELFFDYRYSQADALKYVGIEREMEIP
IDH1 mut inh: blocks human IDH1 R132H reductase activity; O75874; diaphorase/resazurin fluorescence, 60 min; inhibition, % at 10 µM; 0.18% of 70,000 active; in the data active = inhibition above about 34%;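 also: 0% = DMSO and 100% = no enzyme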
The depositor's hits bear a star.

For CCOC(=O)c1c(NC(=O)c2ccc(C)c(S(=O)(=O)N3CCCC3)c2)sc(C)c1C the results were EZH2 inh 2.6 and IDH1 mut inh 0.3.
`COCC(=O)Nc1ccc2c(c1)C(=O)N(C)C[C@H](OC)[C@@H](C)CN(C(=O)c1ccccc1F)[C@H](C)CO2` gave EZH2 inh -2.7 and IDH1 mut inh 0.0.
Screening CS(=O)(=O)Nc1ccc2c(c1)[C@H]1C[C@H](CC(=O)NCc3ccccc3)O[C@@H](CO)[C@H]1O2 returned EZH2 inh -3.6 and IDH1 mut inh -0.1.
CO[C@@H]1CN(C)C(=O)c2cc(NS(=O)(=O)c3cn(C)cn3)ccc2OC[C@H](C)N(CCC(F)(F)F)C[C@H]1C was read as EZH2 inh 3.2 and IDH1 mut inh 0.3.
For C[C@H](CO)N1C[C@H](C)[C@H](CN(C)S(C)(=O)=O)Oc2c(NC(=O)Nc3ccc(F)cc3)cccc2C1=O the results were EZH2 inh 0.0 and IDH1 mut inh 1.3.
`C[C@H](CO)N1C[C@H](C)[C@H](CN(C)Cc2ccc(C(F)(F)F)cc2)OCc2cnnn2CCCC1=O` gave EZH2 inh 4.8 and IDH1 mut inh 0.7.
For COc1ccccc1-c1cn(CC[C@@H]2CC[C@H](NC(=O)c3ccccc3F)[C@H](CO)O2)nn1 the results were EZH2 inh 14.8 and IDH1 mut inh -0.2.
COCC#Cc1cnc2c(c1)C(=O)N([C@H](C)CO)C[C@@H](C)[C@H](CN(C)C(=O)CN1CCOCC1)O2 was read as EZH2 inh 2.8 and IDH1 mut inh 0.4.
Screening O=C(N[C@@H]1CC[C@H](CCn2cc(-c3ccc(F)cc3)nn2)O[C@@H]1CO)c1cnccn1 returned EZH2 inh 8.3 and IDH1 mut inh 0.5.
Screening CCC(=O)N(C)C[C@@H]1Oc2ncc(-c3ccccc3OC)cc2C(=O)N([C@H](C)CO)C[C@@H]1C returned EZH2 inh -3.9 and IDH1 mut inh -9.8.
For CC(C)NC(=O)N(C)C[C@@H]1Oc2ccc(NC(=O)Nc3ccccc3)cc2CC(=O)N([C@@H](C)CO)C[C@H]1C the results were IDH1 mut inh 0.4.
`COc1ccc(C(=O)CSc2nc3cc(C)c(C)cc3[nH]2)cc1` gave EZH2 inh 11.8 and IDH1 mut inh -0.5.
Screening COc1ccc(NC(=O)N(C)C[C@H]2Oc3c(NC(=O)NC(C)C)cccc3C(=O)N([C@@H](C)CO)C[C@H]2C)cc1 returned EZH2 inh -6.6 and IDH1 mut inh 6.2.
For CCCC(=O)Nc1ccc2c(c1)C(=O)N(C)C[C@@H](OC)[C@@H](C)CN(C(=O)c1ccccc1F)[C@@H](C)CO2 the results were EZH2 inh 7.6 and IDH1 mut inh 0.0.
`C[C@@H]1CN([C@@H](C)CO)C(=O)Cc2cc(N(C)C)ccc2O[C@@H]1CN(C)S(=O)(=O)c1cccs1` gave EZH2 inh 7.5 and IDH1 mut inh -3.1.
For CC(=O)c1ccc(NC(=O)CSc2n[nH]c(C)n2)cc1 the results were EZH2 inh -4.8 and IDH1 mut inh -0.2.
`C[C@@H]1CN([C@@H](C)CO)C(=O)c2cc(NC(=O)c3ccncc3)ccc2O[C@@H]1CN(C)Cc1ccc(C(=O)Nc2ccccc2N)cc1` gave EZH2 inh 22.5.
O=C(O)CCC(=O)Nc1cccc(C(F)(F)F)c1 was read as EZH2 inh -6.8 and IDH1 mut inh -0.2.
Screening O=C(Cc1ccccn1)N[C@H]1CC[C@H](CCn2cc(-c3cccnc3)nn2)O[C@H]1CO returned EZH2 inh 23.9 and IDH1 mut inh -0.1.
O=C(C[C@H]1CC[C@H](NC(=O)C2CC2)[C@H](CO)O1)NCc1ccncc1 was read as EZH2 inh 4.7 and IDH1 mut inh 0.1.

Overlap with the part before: six entries; new compounds follow.
`C[C@@H]1CN([C@@H](C)CO)C(=O)Cc2cc(N(C)C)ccc2O[C@@H]1CN(C)S(=O)(=O)c1cccs1` gave EZH2 inh 7.5 and IDH1 mut inh -3.1.
For CC(=O)c1ccc(NC(=O)CSc2n[nH]c(C)n2)cc1 the results were EZH2 inh -4.8 and IDH1 mut inh -0.2.
`C[C@@H]1CN([C@@H](C)CO)C(=O)c2cc(NC(=O)c3ccncc3)ccc2O[C@@H]1CN(C)Cc1ccc(C(=O)Nc2ccccc2N)cc1` gave EZH2 inh 22.5.
O=C(O)CCC(=O)Nc1cccc(C(F)(F)F)c1 was read as EZH2 inh -6.8 and IDH1 mut inh -0.2.
Screening O=C(Cc1ccccn1)N[C@H]1CC[C@H](CCn2cc(-c3cccnc3)nn2)O[C@H]1CO returned EZH2 inh 23.9 and IDH1 mut inh -0.1.
O=C(C[C@H]1CC[C@H](NC(=O)C2CC2)[C@H](CO)O1)NCc1ccncc1 was read as EZH2 inh 4.7 and IDH1 mut inh 0.1.
`O=C(COc1ccc(C(=O)Nc2ccc(Cl)cc2)cc1)Nc1ccccc1C(F)(F)F` gave EZH2 inh -6.7 and IDH1 mut inh 0.0.
For C[C@@H]1CN([C@H](C)CO)C(=O)c2cc(N(C)C)ccc2O[C@@H]1CN(C)Cc1ccc(C(=O)Nc2ccccc2N)cc1 the results were EZH2 inh -10.5.
For COc1ccc(NC(=O)N[C@@H]2CC[C@H](CCNS(=O)(=O)c3cccc(Cl)c3)O[C@H]2CO)cc1 the results were EZH2 inh -9.2 and IDH1 mut inh -0.2.
For COc1cccc(NC(=O)N(C)C[C@@H]2OCc3cn(nn3)CCCC(=O)N([C@@H](C)CO)C[C@@H]2C)c1 the results were EZH2 inh 1.9 and IDH1 mut inh -0.7.
Screening C[C@@H]1CCCCO[C@@H](CN(C)Cc2ccc(Cl)c(Cl)c2)[C@H](C)CN([C@@H](C)CO)C(=O)c2cc(NC(=O)Cc3ccccc3)ccc2O1 returned IDH1 mut inh -0.5.
CC(C)NC(=O)N(C)C[C@@H]1Oc2cc(C3=CCCC3)ccc2S(=O)(=O)N([C@@H](C)CO)C[C@@H]1C was read as EZH2 inh -15.9.
C[C@@H]1CCCCO[C@@H](CN(C)C(=O)Nc2ccc(F)cc2)[C@H](C)CN([C@@H](C)CO)C(=O)c2cc(NS(=O)(=O)c3cn(C)cn3)ccc2O1 was read as IDH1 mut inh 1.5.
C[C@@H]1CN([C@H](C)CO)C(=O)Cc2cc(NS(C)(=O)=O)ccc2O[C@H]1CN(C)S(=O)(=O)c1cn(C)cn1 was read as IDH1 mut inh 0.6.
For CCCC(=O)Nc1ccc2c(c1)OC[C@@H](C)N(Cc1nccs1)C[C@H](C)[C@H](OC)CN(C)C2=O the results were EZH2 inh 1.7 and IDH1 mut inh 0.1.
For O=C(C[C@H]1C[C@H]2c3cc(NC(=O)c4ccc5c(c4)OCO5)ccc3O[C@H]2[C@@H](CO)O1)NCc1ccccn1 the results were EZH2 inh -6.5 and IDH1 mut inh -0.7.
`CC(C)NC(=O)N(C)C[C@@H]1Oc2ncc(-c3cncnc3)cc2C(=O)N([C@@H](C)CO)C[C@@H]1C` gave EZH2 inh -0.6 and IDH1 mut inh -0.4.
Screening O=C(CCCCCCC(=O)Nc1ccccc1O)N/N=C/c1ccc(-c2cccc(Cl)c2)o1 returned EZH2 inh 30.3 and IDH1 mut inh 0.0.
For COc1ccc(S(=O)(=O)N(C)C[C@H]2OCCCC[C@@H](C)Oc3ccc(NS(=O)(=O)c4ccccc4)cc3C(=O)N([C@@H](C)CO)C[C@H]2C)cc1 the results were IDH1 mut inh 1.5.
CCC(=O)N(C)C[C@H]1Oc2cc(C#CC3CC3)ccc2S(=O)(=O)N([C@H](C)CO)C[C@@H]1C was read as EZH2 inh 8.7 and IDH1 mut inh -1.0.
Screening CC1=CC(C)(C)Nc2ccc(OC(=O)CN3C(=O)c4cccc([N+](=O)[O-])c4C3=O)cc21 returned IDH1 mut inh 0.2.
For COc1ccc(NC(=O)NCCc2ccccc2OC)c(OC)c1 the results were EZH2 inh 6.4 and IDH1 mut inh -0.1.
`COc1cc(C(=O)OCCCN2CCCN(CCCOC(=O)c3cc(OC)c(OC)c(OC)c3)CC2)cc(OC)c1OC` gave IDH1 mut inh -1.0.
`C[C@@H]1CN([C@H](C)CO)C(=O)Cc2cc(NC(=O)Nc3ccc(F)cc3)ccc2O[C@@H]1CN(C)Cc1ccccc1` gave EZH2 inh -10.6 and IDH1 mut inh 2.4.
Screening C[C@@H]1CN([C@@H](C)CO)C(=O)Cc2cc(N(C)C)ccc2O[C@@H]1CN(C)S(=O)(=O)c1ccc(F)cc1 returned IDH1 mut inh -2.5.
Screening Cc1noc(C)c1S(=O)(=O)N(C)C[C@@H]1Oc2ccc(NC(=O)NC3CCCCC3)cc2CC(=O)N([C@H](C)CO)C[C@@H]1C returned IDH1 mut inh 3.9.
`C[C@@H]1CN([C@@H](C)CO)C(=O)c2cc(NC(=O)Nc3ccc(F)cc3)ccc2O[C@@H](C)CCCCO[C@@H]1CN(C)S(=O)(=O)c1cn(C)cn1` gave IDH1 mut inh 4.0.
For CN(C)CC(=O)N[C@H]1CC[C@H](CCn2cc(C3CCCC3)nn2)O[C@@H]1CO the results were EZH2 inh 9.0 and IDH1 mut inh -0.2.
`CNC[C@H]1Oc2ccc(NC(=O)Nc3c(C)noc3C)cc2C(=O)N([C@H](C)CO)C[C@H]1C` gave EZH2 inh 3.0 and IDH1 mut inh 0.6.
For C[C@H]1CN([C@@H](C)CO)C(=O)c2cccc(NC(=O)Nc3ccc(C(F)(F)F)cc3)c2O[C@@H]1CN(C)Cc1ccc(C(=O)O)cc1 the results were IDH1 mut inh 2.5.
Screening COc1ccc(-c2nnc(SCCC(=O)O)n2-c2ccccc2)cc1OC returned EZH2 inh -2.6 and IDH1 mut inh 0.2.
CCS(=O)(=O)Nc1ccc2c(c1)C(=O)N(C)C[C@@H](OC)[C@H](C)CN(CC1CCCC1)[C@@H](C)CO2 was read as EZH2 inh -9.4.
For CCc1ccc2oc(-c3ccc(C)c(NC(=O)COc4ccc(Cl)cc4)c3)nc2c1 the results were EZH2 inh 20.6 and IDH1 mut inh -0.5.
For CS(=O)(=O)N(CC(=O)Nc1ccccc1C(=O)N1CCCC1)c1cccc(F)c1 the results were EZH2 inh -13.9 and IDH1 mut inh 0.1.
CCCNC(=O)N[C@H]1C=C[C@H](CC(=O)NC2CCCCC2)O[C@@H]1CO was read as EZH2 inh 1.0 and IDH1 mut inh 0.5.
For O=C(O)C1=C[C@H](c2ccccc2)C[C@H](OCc2ccc(CO)cc2)O1 the results were EZH2 inh -16.3.
CO[C@H]1CN(C)C(=O)c2ccc(NC(C)=O)cc2OC[C@@H](C)N(CCC(F)(F)F)C[C@H]1C was read as EZH2 inh -9.3 and IDH1 mut inh 0.0.
`C[C@@H]1CN([C@H](C)CO)C(=O)Cc2cc(NS(=O)(=O)c3ccccc3)ccc2O[C@H]1CN(C)S(=O)(=O)c1cn(C)cn1` gave IDH1 mut inh -1.9.
`CCO[C@H]1OC(C(=O)O)=C[C@@H](c2ccc(C(F)(F)F)cc2)[C@@H]1CCCO` gave EZH2 inh 1.4.
Screening C[C@H]1CCCCO[C@H](CN(C)C(=O)Nc2ccccc2)[C@@H](C)CN([C@@H](C)CO)C(=O)c2cc(NS(C)(=O)=O)ccc2O1 returned IDH1 mut inh -0.7.
CC(=O)c1cc(C)ccc1OC(=O)CCN1C(=O)C2C3c4ccccc4C(c4ccccc43)C2C1=O (stereo not drawn) was read as EZH2 inh 3.0 and IDH1 mut inh -0.1.
C[C@@H]1CN([C@H](C)CO)S(=O)(=O)c2ccc(-c3cccc(C#N)c3)cc2O[C@@H]1CN(C)Cc1ccccn1 was read as EZH2 inh 5.3 and IDH1 mut inh -0.8.
Screening O=C(Nc1ccc(C(F)(F)F)cc1)N[C@H]1CC[C@H](CCn2cc(C3(O)CCCC3)nn2)O[C@H]1CO returned EZH2 inh -14.3 and IDH1 mut inh 0.2.
COc1cc2c(cc1OC)C(c1ccc(N)cc1)=NNC(=O)C2 was read as EZH2 inh -4.1 and IDH1 mut inh 0.4.
`O=S(=O)(Nc1nccs1)c1ccc(NS(=O)(=O)c2cccs2)cc1` gave EZH2 inh 3.8 and IDH1 mut inh 5.6.
`O=C(NCC[C@H]1CC[C@@H](NC(=O)C2CCC2)[C@H](CO)O1)Nc1ccc(Cl)cc1` gave EZH2 inh -7.2 and IDH1 mut inh 0.0.
For CCC(Sc1n[nH]c(N)n1)C(=O)Nc1ccc(C)cc1C (stereo not drawn) the results were IDH1 mut inh 0.7.
Screening O=C(COc1cccc2ccccc12)Nc1cc(C(=O)O)cc(C(=O)O)c1 returned EZH2 inh 5.2 and IDH1 mut inh -0.4.
Screening C[C@H](CO)N1C[C@H](C)[C@@H](CN(C)CC2CC2)Oc2c(NS(C)(=O)=O)cccc2C1=O returned EZH2 inh -0.1 and IDH1 mut inh -1.5.
`C[C@@H]1CCCCO[C@@H](CN(C)C(=O)CCC(F)(F)F)[C@H](C)CN([C@H](C)CO)C(=O)c2cc(NC(=O)c3ccncc3)ccc2O1` gave IDH1 mut inh 3.4.
Screening O=C(C[C@@H]1CC[C@@H](NC(=O)NC2CCCCC2)[C@H](CO)O1)NCc1ccc(F)cc1 returned EZH2 inh -4.1 and IDH1 mut inh 0.0.
For C[C@@H]1CN([C@H](C)CO)C(=O)Cc2cc(NC(=O)Cn3cnnn3)ccc2O[C@H]1CN(C)S(=O)(=O)c1ccc(F)cc1 the results were IDH1 mut inh -0.9.
For CO[C@@H]1CN(C)C(=O)c2ccc(NC(=O)C3CC3)cc2OC[C@H](C)N(CC2CCOCC2)C[C@H]1C the results were EZH2 inh -1.3 and IDH1 mut inh 0.1.
Cn1cnc(S(=O)(=O)N[C@@H]2CC[C@H](CC(=O)NCC3CC3)O[C@@H]2CO)c1 was read as EZH2 inh -1.7 and IDH1 mut inh 0.1.
COc1ccc(CN(C)C[C@@H]2OCCCC[C@H](C)Oc3ccc(NS(=O)(=O)c4ccccc4)cc3C(=O)N([C@@H](C)CO)C[C@H]2C)cc1 was read as IDH1 mut inh 0.7.

High-throughput results from PubChem BioAssay.

An excerpt; the hit share may differ from the screen's.
